Shiga toxin inh: A qHTS for Small Molecule Inhibitors of Shiga Toxin. Vero cells, Shiga toxin protein synthesis inhibition reporter. inhibition, % at 38.7 µM. hit rate 9.2% among 290,000; in the data active = inhibition mostly above about 28%, no sharp cut-off; inactive = mostly below about 43%; also: 0% is about no effect
CHX counter: Cycloheximide Counterscreen for Small Molecule Inhibitors of Shiga Toxin | hit rate 12% among 300,000 | max response, % | cell reporter, cycloheximide protein synthesis inhibition counterscreen; in the data active = max response mostly above about 13%, no sharp cut-off; inactive = mostly below about 14%; also: read at 38.3 µM for the half of the compounds with a filed dose; 0% is about no effect
Pf growth 96h: Primary qHTS for delayed death inhibitors of the malarial parasite plastid, 96 hour incubation; P. falciparum luciferase reporter growth, 96 h; Potency, µM (titrated, usually from 28.7 µM), for the others: top-dose activity change, negative = inhibition, actives largely listed as inhibitors; hit rate 6.9% among 320,000; AID 504834, 2011; also: potency is read from the fitted curve at half-maximal effect; % is scaled to controls: 0 for no effect and ±100 for the full control effect
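96 h incubation, 37 C, 5% CO2, of luciferase-reporter P. falciparum-infected RBCs (2% hematocrit, 0.05% parasitemia final) with test compounds; endpoint luminescence.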
HCV inh: qHTS Assay for Inhibitors of Hepatitis C Virus (HCV). Huh7.5.1 HCVcc-Cre infection, luciferase reporter, 44 h. Potency, µM (highest dose often 41.8 µM), without a hit: at the highest dose activity change, negative = inhibition, actives largely listed as inhibitors. hit rate 3.4% among 340,000; also: potency is read from the fitted curve at half-maximal effect; % is scaled to controls: 0 for no effect and ±100 for the full control effect
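Cells seeded at 1,000/well and cultured 4 h, then compounds added followed by HCVcc-Cre virus (~0.5 moi). After 44 h further culture, luciferase substrate was added, plates held 15 min at room temperature, and luminescence read for 15 sec.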
Tb PYK inh: qHTS of Trypanosoma Brucei Inhibitors; hit rate 0.12% among 410,000; pyruvate kinase (Trypanosoma brucei), Q57TT1; Potency, µM (series often up to 76.8 µM), inactives show at the highest dose activity, negative = inhibition, hits mostly inhibitors; TbPYK enzyme, Kinase-Glo Plus ATP luminescence, 45 min; also: potency is read from the fitted curve at half-maximal effect; % is scaled to controls: 0 for no effect and ±100 for the full control effect; nearly all actives have a fitted effect of over 50% in size
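ADP (130 uM final) triggers the TbPYK reaction after compound addition; incubation is 45 min at room temperature. Kinase-Glo Plus is then added and luminescence imaged. Normalized data are fitted to concentration-effect curves.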
LmPK inh: qHTS Assay for Inhibitors of Leishmania Mexicana Pyruvate Kinase (LmPK) | AID 1721, 2009 | purified LmPK, Kinase-Glo ATP luminescence, 1 h | Q27686 | hit rate 0.37% among 290,000 | Potency, µM (highest dose often 57.5 µM), inactives show top-dose activity change, negative = inhibition, most hits filed as inhibitors; also: potency is read from the fitted curve at half-maximal effect; % is scaled to controls: 0 for no effect and ±100 for the full control effect
Target sequence (Q27686 whole entry, looked up): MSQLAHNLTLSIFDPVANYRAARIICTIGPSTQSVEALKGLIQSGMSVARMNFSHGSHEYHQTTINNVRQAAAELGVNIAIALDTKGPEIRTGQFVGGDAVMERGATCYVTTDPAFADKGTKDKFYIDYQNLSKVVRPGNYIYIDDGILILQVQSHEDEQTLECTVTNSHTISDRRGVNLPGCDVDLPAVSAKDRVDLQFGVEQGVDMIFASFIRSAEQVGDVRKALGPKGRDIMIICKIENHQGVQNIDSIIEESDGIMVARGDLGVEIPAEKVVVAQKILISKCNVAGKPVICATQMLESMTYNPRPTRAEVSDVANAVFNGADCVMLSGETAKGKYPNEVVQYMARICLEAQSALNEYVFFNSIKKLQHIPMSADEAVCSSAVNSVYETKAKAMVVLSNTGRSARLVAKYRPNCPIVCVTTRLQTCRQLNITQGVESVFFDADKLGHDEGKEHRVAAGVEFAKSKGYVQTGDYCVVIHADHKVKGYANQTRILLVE
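Kinase-Glo luminescence read after 1 h RT reaction of 0.1 nM LmPK with 0.5 mM PEP and 0.1 mM ADP. Activity scaled between uninhibited and enzyme-free controls.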
Pf growth 48h: Primary qHTS for delayed death inhibitors of the malarial parasite plastid, 48 hour incubation. P. falciparum luciferase growth in erythrocytes, 48 h. Potency, µM (highest dose often 28.7 µM), inactives show at the top dose activity change, negative = inhibition, usual class: inhibitors. hit rate 5.9% among 310,000. AID 504832, 2011; also: potency is read from the fitted curve at half-maximal effect; % is scaled to controls: 0 for no effect and ±100 for the full control effect
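Compounds are pin-transferred into medium, infected erythrocytes (2% hematocrit, 0.1% parasitemia final) are added, and plates sit one parasite generation at 37 C in 5% CO2. Detection reagent is then added and luminescence measured.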
Active calls of the source: *; ? = inconclusive; · = no result given; & = joins results of further samples; [ ] = dose if it differs, or a comment. Unless noted, calls follow the shape of the dose curve; as a rule, active = well fitted curve in the direction sought with a large enough effect; inconclusive = small, poorly fitted or top-dose-only effect, or another doubt; inactive = no such curve, though single readings can be large; an effect the other way counts as inactive or inconclusive.

SMILES	Shiga toxin inh	CHX counter	Pf growth 96h	HCV inh	Tb PYK inh	LmPK inh	Pf growth 48h
COc1c2ccoc2nc2c(OC)c(OCC(OC(C)=O)C(C)(C)O)ccc12 (configuration not stated)	-18.3	-2.4	46.8%[activator]	-17.1%	5.7%	4.6%	25.4%
Cn1cnnc1SCC(=O)N1CCN(C(=O)c2ccco2)CC1	-9.4	-7.6	-1.2%	5.7%	-1.5%	12.1%	5.2%
Cc1ccc(CN2C(=O)C3CCCN3c3ccc(S(=O)(=O)N4CCOCC4)cc32)cc1 (configuration not stated)	-8.2	15.1	1.65µM*	·	·	4.4%	4.65µM*
COc1ccc(-c2nnc(Nc3nc4c(OC)cccc4s3)o2)cc1	-5.1	-3.9	59.3%[activator]	?	-7.4%	3.2%	·
COC(=O)c1ccc(Cl)c(NC(=O)CN(c2ccc3c(c2)OCO3)S(C)(=O)=O)c1	-12.8	0.8	44.5%[activator]	?	-1.2%	2.8%	3.9%
CCc1cccc2c(C#N)cn(CC(=O)N3CCOCC3)c12	-11.4	-2.2	27.5%	?	4.6%	0.3%	?
O=C(NC(NC(=S)Nc1ccccc1C(=O)O)C(Cl)(Cl)Cl)c1ccco1 (configuration not stated)	45.1*	31.2*	-30.1%	8.4%	-16.8%	-0.4%	-2.5%
COCCN(C(=O)CSc1nnc(-c2ccc(C)c(C)c2)o1)c1c(N)n(CC(C)C)c(=O)[nH]c1=O	·	·	?	-9.6%	-0.5%	·	?
O=C(CSc1nc(-c2ccccc2)cs1)N1CCN(C(=O)c2ccco2)CC1	12.6	18.2*	·	-19.2%	-0.6%	5.7%	-15.4%
CC1(C)Cc2c(cnn2-c2ccccc2)C(=O)/C1=N\NC(=O)c1ccccc1O	32.2	16.3*	·	?	9.1%	3.7%	?
CCCCN=C1NN=C(c2ccc(C)c(C)c2)CS1	87.3*	44.3*	?	?	-26.0%	1.5%	?
CCc1ccc(N2C(=O)CC(N3CCN(Cc4ccc5c(c4)OCO5)CC3)C2=O)cc1 (configuration not stated)	17.6	4.2	5.2%	-1.7%	-2.4%	2.3%	5.1%
CCOC(=O)c1cnc2c(-c3ccccc3)cnn2c1C	91.2*	39.1*	363.5%[activator]	-18.5%	-6.4%	-8.4%	238.5%[activator]
COC(=O)C1=C(c2c(C)noc2C)C[C@@H]2CC[C@H]1N2C(=O)N1CCOCC1	·	·	6.1%	27.0%	0.8%	·	75.3%[activator]
CCOc1ccc(C2c3c(oc4cc(C)c(C)cc4c3=O)C(=O)N2CCCN2CCOCC2)cc1 (configuration not stated)	-19.2	-0.6	44.4%[activator]	-17.1%	-1.1%	12.7%	·
O=C(Nc1ccc(-c2csc(Nc3ccccc3)n2)cc1)c1cccc(C(F)(F)F)c1	31.6	1.6	?	?	3.5%	2.9%	?
Cn1nc(CC(=O)NC2CCCCCCCCCCC2)c2ccccc2c1=O	-11.5	-2.0	?	?	-8.2%	1.4%	-9.7%
COc1cc(/C=C/C(=O)N2CCN(Cc3ccccc3)CC2)cc(OC)c1OC	10.6	-6.2	?	-25.8%	-5.5%	0.9%	·
COc1ccc(/C(C)=N/NC(=O)CNC(=O)/C=C\c2ccccc2)c(OC)c1	17.4	4.6	32.5%	17.8%	1.9%	0.6%	8.7%
CN(C)c1ccc(C(C(=O)NCC2CCCO2)N(C(=O)c2snc(C(N)=O)c2N)c2ccc3c(c2)OCO3)cc1 (configuration not stated)	-0.8	-3.5	?	-17.2%	-2.1%	-6.1%	?
Nc1cc(Cl)ccc1Oc1ccc2ccccc2c1	40.5*	34.1*	-9.9%	-9.7%	3.0%	0.5%	·
Cc1cc(C)c(NC(=O)CSc2nc(COc3ccccc3)nc3ccccc23)c(C)c1	4.7	6.4	?	3.8%	-9.0%	-2.3%	-6.5%
CC(C)(C)n1nnnc1SCC(=O)Nc1nn(-c2ccccc2)nc1C(N)=O	-4.3	6.1	?	-0.3%	2.3%	10.8%	-7.2%
CCNS(=O)(=O)c1ccc(NC(=O)CC(C)c2ccccc2)cc1 (configuration not stated)	-1.4	-4.7	-47.5%[5.75 µM]	21.5%	3.4%	-0.6%	-18.9%[5.75 µM]
CCOC(=O)c1c(NC(=O)COC(=O)CC(NC(C)=O)c2ccccc2)sc(C(=O)NC)c1C (configuration not stated)	·	·	?	10µM*	-1.2%	·	?
More compounds follow:
SMILES	Shiga toxin inh	CHX counter	Pf growth 96h	HCV inh	Tb PYK inh	LmPK inh	Pf growth 48h
Cc1nc2ccccc2c2oc(C(=O)NCC3CCCO3)cc12 (configuration not stated)	-16.0	-1.1	?	?	4.1%	-0.5%	2.3%
CCc1cccc(CC)c1NC(=O)C1CCN(C(=O)c2ccco2)CC1	7.8	-6.3	16.5%	2.6%	1.5%	-3.7%	3.4%
COC(=O)C(Cc1ccccc1)NC(=O)CC(C)CC(=O)Nc1ccc(OC)cc1OC (configuration not stated)	-10.9	1.0	?	-23.0%	-2.2%	-0.6%	-10.3%
CC(=O)Nc1ccc(Sc2ccccc2C(=O)Nc2ccc(F)cc2)cn1	12.5	7.4	4.5%	-4.0%	-10.0%	-0.2%	?
CCn1cc(C(=O)O)c(=O)c2cc(F)c(N/N=C/c3ccccc3)cc21	-4.1	4.2	?	2.6%	-3.3%	-0.4%	?
CCOc1c2ccc(C(=O)NCc3ccc4c(c3)OCO4)cc2nn1CCOC	-19.3	10.7	?	-4.2%	-3.4%	-4.8%	?
CN1CCC(N(C)C(=O)c2ccc(Cl)c(S(=O)(=O)N3CCCCC3)c2)CC1	·	·	?	-9.0%	6.2%	·	-17.6%
COc1cccc2cc(C(=O)NCc3ccco3)c(=Nc3ccc(C(=O)O)cc3)oc12	195.6*	76.0*	?	13.0%	10.4%	-0.9%	·
CCCCCCC(=O)Oc1cccc(N2C(=O)C3CCCCC3C2=O)c1 (configuration not stated)	-2.6	-2.7	?	11.1%	-0.4%	13.4%	35.6%[activator]
Cc1ccccc1NS(=O)(=O)c1cc(S(C)(=O)=O)ccc1C	-6.9	-0.6	15.9%	9.3%	-0.1%	-5.3%	-12.3%
Cc1cccc(C(=O)N2CCN(Cc3nc4sc5c(c4c(=O)[nH]3)CCCC5)CC2)c1	-4.0	-1.8	?	-14.0%	0.1%	1.1%	?
COc1ccc(NC(=O)CC2SC(N3CCOCC3)=NC2=O)cc1OC (configuration not stated)	·	·	-17.2%	9.5%	1.7%	·	?
O=C(N1CCc2[nH]c3ccccc3c2C1)C(F)(F)F	-4.1	-1.4	18.6%	-3.1%	1.2%	-2.2%	0.9%
O=C1NC(=Nc2ccc(O)cc2)S/C1=C\C=C\c1ccco1	47.2*	2.5	?	-12.6%	1.6%	5.2%	?
O=C(CSc1n[nH]c(-c2ccccc2F)n1)Nc1cc(F)ccc1F	·	·	?	0.7%	-3.3%	·	20.1%
CC(C(=O)NC(=O)NC1CCCCC1)N(C)CC(=O)Nc1ccc(F)c(F)c1F (configuration not stated)	·	·	?	?	0.5%	·	?
CCOc1ccc(/C=C2\SC(=S)NC2=O)cc1OC	40.8*	14.4*	13.1µM*	-1.7%	-10.1%	14.1µM*	-11.4%
O=C(c1cccs1)N1CCc2ccccc21	70.2*	53.7*	102.3%[activator]	?	-6.9%	?	69.3%[activator]
N=C1c2ccccc2CN1c1ncccn1	32.2	15.9	14.5%	-2.9%	5.1%	-0.8%	9.7%
CCOc1ccc(Cc2nc(C)c(CC(=O)N3CCOCC3)c(=O)[nH]2)cc1	-7.8	-16.1	21.5%	10.0%	-7.8%	-1.9%	-3.6%
FC(F)(F)c1ccc(Cl)c(-n2c(-c3cc(C4CC4)[nH]n3)n[nH]c2=S)c1	3.7	-2.7	?	22.5%	?	?	-10.2%
O=C(CNc1cc([N+](=O)[O-])ccc1NCCO)Nc1cccc(S(=O)(=O)N2CCCCC2)c1	·	·	-29.3%	?	0.3%	·	?
CCCCOC(=O)C1CCCC(C(=O)OCCCC)N1 (configuration not stated)	20.7	-2.4	27.5%	23.9%	1.3%	-1.7%	46.4%[activator]
S=C(Cc1ccc(Cl)cc1)N1CCOCC1	20.1	1.9	11.0%	24.5%	-7.6%	4.9%	13.0%
O=C(NC(CO)C(O)c1ccc([N+](=O)[O-])cc1)C(Cl)Cl (configuration not stated)	24.8	1.1	?	?	1.5%&0.5%	-1.6%	-80.1%&10.1%
The list continues:
SMILES	Shiga toxin inh	CHX counter	Pf growth 96h	HCV inh	Tb PYK inh	LmPK inh	Pf growth 48h
C=CCNC(=O)c1cc(Cl)ccn1	3.9	-2.3	18.7%	12.5%	0.7%	-1.2%	-12.3%
CCCC/C(O)=C1\C(=O)CCCC1=NCCc1c(C)[nH]c2ccccc12	11.5	-1.1	?	-13.1%	2.1%	10.2%	?
CC1=Nc2cc(C(=O)O)ccc2Sc2ccc(C)cc21	35.5	20.1*	?	-6.7%	28.4%	-1.6%[11.5 µM]	-4.7%
Cc1c(C#N)c2ncn(Cc3ccccc3)c(=O)c2n1-c1ccccc1	-2.9	0.7	?	-11.2%	-5.0%	-3.3%	0.4%
C/C(N)=C(/C#N)C(=O)CSc1nnc(-c2ccccc2Br)o1	126.3*	54.2*	·	-2.1%	-1.4%	-0.4%	227.3%[activator]
COc1ccccc1OCC(=O)N/N=C/c1c(O)ccc2ccccc12	-23.8	9.6	?	·	·	-8.9%	2.62µM*

A second format for 5 compounds above.
Each structure is followed by: Shiga toxin inh, CHX counter, Pf growth 96h, HCV inh, Tb PYK inh, LmPK inh, Pf growth 48h
CCCC/C(O)=C1\C(=O)CCCC1=NCCc1c(C)[nH]c2ccccc12
  11.5, -1.1, ?, -13.1%, 2.1%, 10.2%, ?
CC1=Nc2cc(C(=O)O)ccc2Sc2ccc(C)cc21
  35.5, 20.1*, ?, -6.7%, 28.4%, -1.6%[11.5 µM], -4.7%
Cc1c(C#N)c2ncn(Cc3ccccc3)c(=O)c2n1-c1ccccc1
  -2.9, 0.7, ?, -11.2%, -5.0%, -3.3%, 0.4%
C/C(N)=C(/C#N)C(=O)CSc1nnc(-c2ccccc2Br)o1
  126.3*, 54.2*, ·, -2.1%, -1.4%, -0.4%, 227.3%[activator]
COc1ccccc1OCC(=O)N/N=C/c1c(O)ccc2ccccc12
  -23.8, 9.6, ?, ·, ·, -8.9%, 2.62µM*

Full records from above.
CCCC/C(O)=C1\C(=O)CCCC1=NCCc1c(C)[nH]c2ccccc12 reads Shiga toxin inh = 11.5; CHX counter = -1.1; Pf growth 96h = ?; HCV inh = -13.1%; Tb PYK inh = 2.1%; LmPK inh = 10.2%; Pf growth 48h = ?
Cc1c(C#N)c2ncn(Cc3ccccc3)c(=O)c2n1-c1ccccc1 reads Shiga toxin inh = -2.9; CHX counter = 0.7; Pf growth 96h = ?; HCV inh = -11.2%; Tb PYK inh = -5.0%; LmPK inh = -3.3%; Pf growth 48h = 0.4%

Screening results deposited in PubChem BioAssay by National Center for Advancing Translational Sciences (NCATS).
